# Screens: PubChem BioAssay, National Center for Advancing Translational Sciences (NCATS)
# DT40 TDP1 no CPT = qHTS for Inhibitors of human tyrosyl-DNA phosphodiesterase 1 (TDP1): qHTS in cells in absence of CPT | DT40 Tdp1-/- hTDP1 cells, no CPT, ATP luminescence, 48 h | 420,000 tested, 15% active | Potency, µM (top dose mostly 46.2 µM), for inactives: at the top dose activity change, negative = growth inhibition, most hits filed as inhibitors; note: nearly all actives have a fitted effect of over 55% in size
#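 Compound effects on proliferation are scored in DT40 Tdp1-/-;hTDP1 cells in the absence of CPT. ATP levels (CellTiter-Glo luminescence) are recorded after a ≥48 hr, 37 °C incubation.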
# N370S GC mod = N370S glucocerebrosidase modulation, Gaucher chaperone candidate; P04062; Potency, µM (top dose mostly 59.4 µM), inactives show at the top dose activity change, negative = inhibition, usual class: inhibitors; N370S GC spleen homogenate, 4MU-glucoside fluorescence; 330,000 tested, 0.092% active;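 note: 0% = full enzyme activity and -100% = no enzyme basal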
# TDP1 block = inhibitors of human tyrosyl-DNA phosphodiesterase TDP1. Q9NUW8. recombinant TDP1, AlphaScreen DNA substrate cleavage. Potency, µM (top dose mostly 130 µM), for inactives: at the top dose activity change, negative = inhibition, most hits filed as inhibitors. 350,000 tested, 0.28% active. AID 485290; note: nearly all actives have a fitted effect of over 40% in size
# Target sequence (Q9NUW8 whole entry, looked up): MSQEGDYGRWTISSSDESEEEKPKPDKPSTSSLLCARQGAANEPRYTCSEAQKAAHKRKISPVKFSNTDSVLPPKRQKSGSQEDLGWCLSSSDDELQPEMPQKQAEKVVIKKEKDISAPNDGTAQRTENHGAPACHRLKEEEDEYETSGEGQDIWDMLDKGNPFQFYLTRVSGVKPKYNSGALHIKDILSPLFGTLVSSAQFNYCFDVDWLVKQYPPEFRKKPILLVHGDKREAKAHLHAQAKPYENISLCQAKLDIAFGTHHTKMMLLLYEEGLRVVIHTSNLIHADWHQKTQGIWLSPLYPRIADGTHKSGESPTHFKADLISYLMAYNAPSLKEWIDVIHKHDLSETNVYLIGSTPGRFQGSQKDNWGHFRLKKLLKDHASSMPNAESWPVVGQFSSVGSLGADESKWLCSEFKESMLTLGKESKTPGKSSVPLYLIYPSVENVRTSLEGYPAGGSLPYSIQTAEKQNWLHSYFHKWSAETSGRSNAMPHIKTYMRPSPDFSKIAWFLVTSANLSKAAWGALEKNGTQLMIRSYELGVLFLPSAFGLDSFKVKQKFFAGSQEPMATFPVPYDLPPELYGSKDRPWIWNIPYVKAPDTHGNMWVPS
#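 E. coli-derived human Tdp1, 1 nM final. Cpd preinc 15 min RT; substrate 15 nM final, 5 min RT; AS bead mix 10 ug/ml final, 10 min RT. Signal loss = tyrosine-FITC cleavage. No-enzyme wells = max signal.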
# * = called active by the depositor; ? = inconclusive; . = no result given; & = joins results of further samples; [ ] = another dose, or the depositor's remark. Calls come from the whole dose curve; as a rule, active = well fitted curve in the direction sought with a large enough effect; inconclusive = small, poorly fitted or top-dose-only effect, or another doubt; inactive = no such curve, though single readings can be large; an effect the other way counts as inactive or inconclusive. Unless noted, % is set by controls: 0 for no effect and ±100 for the full control effect; potency is the fitted concentration of half-maximal effect. These rows are one share of the data. The share of hits here may be higher or lower than overall.
# Results follow in this order: DT40 TDP1 no CPT | TDP1 block | N370S GC mod
1	Cc1ccc(-c2nnn(CC(=O)N3C(C)CCCC3C)n2)cc1 (stereo not given)
  -2% | 1% | 4%
2	O=C(COC(=O)CCC(=O)N1CCOCC1)Nc1ccc(Br)cc1Br
  2% | 0% | .
3	Cc1cc(C=C2C(=O)c3ccccc3C2=O)c(C)n1-c1ccc(Cl)cc1
  ? | 3% | -10%
4	CC(C)c1ccc(N2C(=O)CC(Sc3ncn[nH]3)C2=O)cc1 (stereo not given)
  4.6µM* | ? | -5%
5	COc1ccc(-c2cc(CCCC(=O)NCCc3cc(OC)ccc3OC)no2)cc1
  ? | -7% | 7%
6	Cc1ccc(NC2=NC(c3ccccc3)n3c(nc(C)cc3=O)N2)c(C)c1 (stereo not given)
  -7% | -1% | 20%
7	CCOC(=O)N1CCN(C(=O)CCc2c(C)nc3nc(C)nn3c2C)CC1
  6% | 4% | -8%
8	C/C=C/c1ccc(OCC(=O)NNC(=O)CN(C)S(=O)(=O)c2ccc(C)cc2)c(OC)c1
  ? | 1% | .
9	Cc1cc(NC(=O)CSc2nnc(-c3ccccc3Cl)o2)no1
  -9% | . | -7%
10	CCN=C1S/C(=C\c2ccc(N3CCOCC3)cc2C)C(=O)N1CC
  2.3µM* | 0% | -4%

# Sorted by SMILES length (highest first): 3 of the compounds above.
# Results follow in this order: DT40 TDP1 no CPT | TDP1 block | N370S GC mod
5	COc1ccc(-c2cc(CCCC(=O)NCCc3cc(OC)ccc3OC)no2)cc1
  ? | -7% | 7%
2	O=C(COC(=O)CCC(=O)N1CCOCC1)Nc1ccc(Br)cc1Br
  2% | 0% | .
1	Cc1ccc(-c2nnn(CC(=O)N3C(C)CCCC3C)n2)cc1 (stereo not given)
  -2% | 1% | 4%

# Continuation.
# Results follow in this order: DT40 TDP1 no CPT | TDP1 block | N370S GC mod
11	Cc1c(NC(=O)c2ccc(F)cc2)c(=O)n(-c2ccccc2)n1C
  4% | -2% | 0%
12	CCOc1ccccc1N(C)C(=O)C1CCN(S(=O)(=O)c2cccc3nonc23)CC1
  13µM* | 2% | 0%
13	CCOc1ccc(CN2CCN(S(=O)(=O)c3ccc(NC(C)=O)cc3)CC2)cc1OC
  ? | 3% | -1%
14	Cc1ccc(C(=O)Nc2sc(C)c(-c3ccccc3)c2C(N)=O)cc1[N+](=O)[O-]
  18µM* | 5% | -5%
15	CSCCC(NC(=O)c1ccc(Cl)cc1)C(=O)OCC(=O)Nc1cc(Cl)ccc1C (stereo not given)
  -4% | 3% | 0%
16	CC(=O)c1c(C)[nH]c(C(=O)Nc2ccccc2N2CCOCC2)c1C
  ? | 4% | 0%
17	COc1cc(OC)cc(C(=O)Nc2cc(C)on2)c1
  -5% | . | -4%
18	Cc1ccc(Cl)cc1NC(c1ccc(F)cc1)c1nnc(-c2ccccc2)o1 (stereo not given)
  ? | 5% | .
19	O=C(Cn1c(=O)oc2cc(S(=O)(=O)N3CCCC3)ccc21)N1CCN(C2CCCCC2)CC1
  ? | -1% | 4%
20	CC1=C(c2ccc(C)cc2)S(=O)(=O)N(CC(=O)O)C1=O
  3% | 0% | -15%

# From entry 1 up to 20, copied from above:
# Results follow in this order: DT40 TDP1 no CPT | TDP1 block | N370S GC mod
1	Cc1ccc(-c2nnn(CC(=O)N3C(C)CCCC3C)n2)cc1 (stereo not given)
  -2% | 1% | 4%
2	O=C(COC(=O)CCC(=O)N1CCOCC1)Nc1ccc(Br)cc1Br
  2% | 0% | .
3	Cc1cc(C=C2C(=O)c3ccccc3C2=O)c(C)n1-c1ccc(Cl)cc1
  ? | 3% | -10%
4	CC(C)c1ccc(N2C(=O)CC(Sc3ncn[nH]3)C2=O)cc1 (stereo not given)
  4.6µM* | ? | -5%
5	COc1ccc(-c2cc(CCCC(=O)NCCc3cc(OC)ccc3OC)no2)cc1
  ? | -7% | 7%
6	Cc1ccc(NC2=NC(c3ccccc3)n3c(nc(C)cc3=O)N2)c(C)c1 (stereo not given)
  -7% | -1% | 20%
7	CCOC(=O)N1CCN(C(=O)CCc2c(C)nc3nc(C)nn3c2C)CC1
  6% | 4% | -8%
8	C/C=C/c1ccc(OCC(=O)NNC(=O)CN(C)S(=O)(=O)c2ccc(C)cc2)c(OC)c1
  ? | 1% | .
9	Cc1cc(NC(=O)CSc2nnc(-c3ccccc3Cl)o2)no1
  -9% | . | -7%
10	CCN=C1S/C(=C\c2ccc(N3CCOCC3)cc2C)C(=O)N1CC
  2.3µM* | 0% | -4%
11	Cc1c(NC(=O)c2ccc(F)cc2)c(=O)n(-c2ccccc2)n1C
  4% | -2% | 0%
12	CCOc1ccccc1N(C)C(=O)C1CCN(S(=O)(=O)c2cccc3nonc23)CC1
  13µM* | 2% | 0%
13	CCOc1ccc(CN2CCN(S(=O)(=O)c3ccc(NC(C)=O)cc3)CC2)cc1OC
  ? | 3% | -1%
14	Cc1ccc(C(=O)Nc2sc(C)c(-c3ccccc3)c2C(N)=O)cc1[N+](=O)[O-]
  18µM* | 5% | -5%
15	CSCCC(NC(=O)c1ccc(Cl)cc1)C(=O)OCC(=O)Nc1cc(Cl)ccc1C (stereo not given)
  -4% | 3% | 0%
16	CC(=O)c1c(C)[nH]c(C(=O)Nc2ccccc2N2CCOCC2)c1C
  ? | 4% | 0%
17	COc1cc(OC)cc(C(=O)Nc2cc(C)on2)c1
  -5% | . | -4%
18	Cc1ccc(Cl)cc1NC(c1ccc(F)cc1)c1nnc(-c2ccccc2)o1 (stereo not given)
  ? | 5% | .
19	O=C(Cn1c(=O)oc2cc(S(=O)(=O)N3CCCC3)ccc21)N1CCN(C2CCCCC2)CC1
  ? | -1% | 4%
20	CC1=C(c2ccc(C)cc2)S(=O)(=O)N(CC(=O)O)C1=O
  3% | 0% | -15%

# Following part:
# Results follow in this order: DT40 TDP1 no CPT | TDP1 block | N370S GC mod
21	CCCCN(C(=O)C1CCC1)c1c(N)n(CC(C)C)c(=O)[nH]c1=O
  -7% | -7% | -9%
22	Nc1n[nH]c2ccccc12
  8% | -2% | 7%
23	COc1cc(C(CCN2CCN(c3ccccc3)CC2)c2c(OC)cc(OC)c3ccc(=O)oc23)cc(OC)c1OC (stereo not given)
  ? | 17% | -9%&5%
24	CC(C)C[C@H](NC(=O)c1[nH]cnc1C(=O)N[C@H](C)c1ccccc1)C(=O)OC(C)(C)C
  18µM* | 10% | ?
25	O=C(CN1C(=O)NC2(CCCC2)C1=O)c1ccc(Cl)s1
  -15% | -10% | -1%
26	Cc1ccc(N(CCC#N)C(=O)CSc2ccc3c(c2)OCCO3)cc1
  ? | 0% | 0%
27	CN1CCN(NC(=O)c2cc(-c3cccc(Cl)c3)nc3ccccc23)CC1
  10µM* | -1% | -11%
28	CCCC(=O)c1ccc(-c2ccccc2)cc1
  -8% | -5% | 7%
29	Cc1sc2ncnc(SCC(=O)c3cccs3)c2c1C
  ? | 4% | 5%
30	O=C(COc1cccc2c1CCN(Cc1ccccc1)C2=O)NCc1ccco1
  0% | -6% | 4%
31	CC(C)c1ccc2oc(-c3ccc(NC(=O)c4cccc(Br)c4)cc3)nc2c1
  ? | 5%[12.3 µM] | .
32	COc1cccc(-c2nc(C=O)cs2)c1
  ? | 5% | 4%
33	CCOC(=O)C1CCCN(S(=O)(=O)c2cc3c4c(c2)CCN4C(=O)CC3)C1 (stereo not given)
  ? | . | -4%
34	COc1cccc2cc(/C(C)=N/Nc3nc(-c4cc(C)ccc4C)cs3)c(=O)oc12
  -11% | 8% | -15%
35	Cc1ccc(NC(=O)CC2C(=O)OCC3CCCCN32)cc1Cl (stereo not given)
  -22% | 0% | 5%
36	COC(=O)c1ccc(NS(=O)(=O)c2cc(-c3cc(C)no3)ccc2OC)cc1
  2.9µM* | 3% | -12%
37	COc1nc(C)cc(C)c1S(=O)(=O)c1ccc(Cl)cc1
  3% | . | -4%
38	O=C(Nc1ccc2c(c1)OCO2)C1CCCCN1S(=O)(=O)c1ccccc1 (stereo not given)
  ? | 5% | 1%
39	C[C@H](NC(=O)C1CCN(S(=O)(=O)c2ccccc2)CC1)C(=O)NCc1ccco1
  24% | 1% | -6%
40	COc1nc2ccccc2c(=O)n1OCC(C)C
  -16% | -3% | 11%
41	Oc1ccc(C[C@@H]2CNC(=S)N2CCc2cc(C(F)(F)F)cc(C(F)(F)F)c2)cc1
  ? | . | -17%
42	COc1ccc(-c2coc3cc(O)ccc3c2=O)cc1OC
  -2% | -4% | 16%
43	O=C(O)c1[nH]c2ccccc2c1C(c1ccccc1)c1c(C(=O)O)[nH]c2ccccc12
  22% | . | -9%
44	CC(NC(=O)CCCc1nnc2n(C)c(=O)c3sccc3n12)c1ccccc1 (stereo not given)
  -7% | 2% | -2%
45	CCCSc1nnc(CNS(=O)(=O)c2ccc(C)cc2)n1C
  8% | 1% | -23%
46	O=C(c1cc([N+](=O)[O-])cc([N+](=O)[O-])c1)N1CCCc2ccccc21
  ? | 3% | 0%
47	O=C(Cc1c(Cl)cccc1Cl)Nc1ccncc1
  -26% | 3% | -16%
48	COc1ccc(NC(=O)CSc2nc3n[nH]c(C)c3c(=N)n2-c2ccc(Cl)c(C)c2)cc1OC
  ? | -7% | 1%
49	C=CCSC1=N/C(=C\c2cc(OCC)c(OC(C)=O)c([N+](=O)[O-])c2)C(=O)S1
  ? | -5% | 12%
50	COc1ccc(C(=O)CSc2c(C(C)C)cnc3c2c(=O)n(C)c(=O)n3C)cc1
  13µM* | 5% | .
51	Nc1c(Cl)cc(-c2cn(CCC(=O)O)c(-c3ccc(Cl)nc3)n2)cc1Cl
  4% | 4% | -13%
52	Cc1[nH]c2ccccc2c1CN1CCc2ccccc2C1
  12µM* | -5% | 3%
53	CC(=O)Nc1ccc(Nc2ncnc3c2nnn3Cc2ccccc2Cl)cc1
  -18% | . | 3%
54	CC[n+]1c(/C=C/c2c[nH]c3ccccc23)ccc2cc(C)ccc21
  1.2µM* | 7% | -8%
55	CC(=O)Cc1nsc(NC(=O)c2ccco2)n1
  ? | 2% | 20%
56	CCS(=O)(=O)N1CCN(C2CCC(C)CC2)CC1 (stereo not given)
  -8% | 0% | 5%
57	CS(=O)(=O)N(CC(=O)NC1CCCCC1)c1cccc(Cl)c1
  -13% | 10% | -3%
58	O=C(CN1C(=O)c2ccccc2C1=O)Nc1cccc2cccnc12
  -19% | 5% | 9%
59	Cc1c(-n2cccc2C=O)cccc1[N+](=O)[O-]
  -10% | 0% | 1%
60	CC(OC(=O)Cn1cc(C(F)(F)F)ccc1=O)C(=O)NC(C)c1ccc(Cl)cc1Cl (stereo not given)
  -12% | 0% | .
61	C[C@@H]1NC(=O)N(CCCn2ccnc2)C1=O
  2% | . | -3%
62	COc1cc(Cl)c(C)cc1Nc1c2c(nc3ccccc13)CCC2
  1.5µM* | 6% | .
63	CCOC(=O)c1cnc2ccc(C(=O)OC)cc2c1NCCc1ccc(OC)c(OC)c1
  18µM* | -3% | 1%
64	O=C(Nc1ccc(Cl)cc1)N1CCCN(Cc2ccc(F)cc2)C1
  21µM* | 6% | 7%
65	O=C(CN1C(=O)CCC1=O)Nc1nc(-c2cccs2)cs1
  -8% | 2% | 0%
66	COc1ccc(C(=O)NCc2nnc(SCC(=O)NCc3ccco3)o2)cc1
  1% | 1% | -1%
67	Cc1cccc(C(=O)N2CCCC(CCC(=O)N3CCN(c4ccccn4)CC3)C2)c1C (stereo not given)
  ? | 7% | -23%
68	CCn1cc(C(=O)NCCc2ccc(Cl)cc2)c(=O)c2cc(S(=O)(=O)N3CCC(C)CC3)ccc21
  18µM* | 2% | .
69	CCN1CCN(Cc2nnc(-c3ccccc3)o2)CC1
  ? | . | -6%
70	CN(C)C(C)(C)C#CCC(c1ccccc1)c1ccccc1
  ? | -1% | 6%

# Carrying on.
# Results follow in this order: DT40 TDP1 no CPT | TDP1 block | N370S GC mod
71	CCOc1ccc(NC(=O)C2(c3cccs3)CCOCC2)cc1
  ? | 3% | .
72	Cc1ccc(Nc2ncnc3c2cnn3-c2ccc(C)cc2)cc1
  ? | -6% | .
73	O=C(O)c1cc(-c2ccco2)nc2ccccc12
  0% | . | ?
74	CS(=O)(=O)N1CCC2(CCN(c3ccccc3)CC2)CC1
  ? | . | -6%
75	O=C(CCCCCNC(=O)c1ccccc1)N/N=C/c1ccc(F)cc1
  -27% | 5% | 5%
76	CO/N=C/c1cccn1-c1nccc(OC)c1C#N
  -29% | . | 0%
77	CCn1c(SCc2nc3ccccc3c(=O)[nH]2)nnc1-c1ccncc1
  4% | -7% | 4%
78	CCC(CO)Oc1cc(NCc2ccc(O)cc2)c2ncn(C(C)C)c2c1 (stereo not given)
  -15% | 4% | .
79	COc1ccc(N2C(=O)c3ccccc3NC2c2ccc(OC)c(COc3ccccc3F)c2)cc1 (stereo not given)
  ? | -5% | .
80	Cc1ccc(S(=O)(=O)N2CCCC(C(=O)NCc3cccnc3)C2)cc1Cl (stereo not given)
  ? | -4% | 6%
81	Cc1onc(-c2ccccc2Cl)c1C(=O)OCC(=O)Nc1cccc(S(=O)(=O)N2CCOCC2)c1
  ? | -3% | 7%
